Bioassay records (PubChem)
SV40 large T antigen – TAg ATPase/helicase activity blockers – biochemical (AID 1903); SV40 large T antigen ATPase/helicase inhibition assay; higher % means a stronger effect; one-dose inhibition, % at 20 µM; IC50 in µM for titrated hits; hit rate 0.39% among 310,000; in the data active means a potency from the dose series; further: strong numbers were not always called active
Yfh1-off respiration – mitochondrial function rescue without frataxin homolog – Friedreich's ataxia, plus single-dose screen, dose response (AID 1465); fold induction at 50 µM; hits with a dose series show EC50 in µM; S. cerevisiae Yfh1-off respiration, WST-1 reduction, 72 h; higher fold induction means a stronger effect; hit rate 0.074% among 220,000;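 active means fold induction of absorbance versus untreated yeast above a set limit, then at least 30% activation at any dose in follow-up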;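 further: activators that raise dye reduction in frataxin-depleted yeast; strong numbers were not always called active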
West Nile antiviral – West Nile virus antiviral activity, cell-based, CPE readout (AID 1621); West Nile virus-infected cells, CPE inhibition; higher % means a stronger effect; CPE inhibition, % at 10 µM; hits with a dose series show IC50 in µM; hit rate 0.02% among 290,000; in the data active means a potency from the dose series; further: strong numbers were not always called active
ER stress rescue – rescue of cells from ER stress-induced death, primary screen, 384-well, CSM14.1, thapsigargin, ATP luminescence (AID 1222) | cellular ATP content (survival), % at 20 µM, or EC50 in µM where a hit was titrated | CSM14.1 thapsigargin-induced death rescue, ATP luminescence; higher % means a stronger effect | 190,000 tested, under 10 active;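 active means EC50 below 50 µM in the dose-response confirmation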;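 further: death triggered by thapsigargin at about 15 µM added after 2 h compound pretreatment; cell ATP read after overnight thapsigargin exposure of roughly 18 to 22 hours; normalized against plate controls of thapsigargin alone and 5% DMSO vehicle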
WT yeast gro inh – growth inhibition of WT yeast, mitochondrial fusion screen | mitochondrial fusion phenotypic screen, WT strain | inhibition, % at 10 µM | hit rate 2.1% among 190,000 | AID 1362; in the data active means inhibition above about 58%; tested in S. cerevisiae
K1F lysis inhibition – protection from phage-mediated lysis, alamar blue read-out – E. coli UTI89, K1F phage, bacterial capsule biogenesis inhibitors (AID 488966); E. coli UTI89 K1F phage lysis, alamar blue, 2 h; higher % means a stronger effect; one-dose inhibition, % at 100 µM; IC50 in µM for titrated hits; hit rate 0.02% among 340,000;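 active means phage lysis inhibition, versus mean bacterial control, above a set limit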;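 further: capsule biogenesis inhibitors block K1F phage lysis so surviving cells raise fluorescence; higher fluorescence means more inhibition of phage lysis; actives were called in the ten point dose series up to 300 µM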
Dengue-2 NS5 capping – Dengue-2 NS5 methyltransferase inhibitors, primary screen, biochemical, confirmation dose response (AID 588689) | Dengue-2 NS5 methyltransferase capping enzyme assay, biochemical; higher % means a stronger effect | inhibition, % at 25 µM, or IC50 in µM where a hit was titrated | hit rate 0.3% among 340,000; in the data active means a potency from the dose series
XIAP displacement – XIAP antagonists, biochemical, IAP family, fluorescence polarization (AID 1018) | XIAP BIR domain, fluorescence polarization peptide displacement; higher % means a stronger effect | one-dose displacement, % at 20 µM; IC50 in µM for titrated hits | hit rate 0.007% among 200,000; in the data active means displacement above about 50%; further: a part of the inactive calls stands beside numbers as strong as those of hits
RSV CPE inhibition – RSV antiviral activity via CPE protection, HEp-2 cells, primary 10 µM value included (AID 2391); hit rate 0.13% among 310,000; one-dose CPE inhibition, % at 10 µM; IC50 in µM for titrated hits; HEp-2 cells, RSV-induced CPE inhibition; higher % means a stronger effect; in the data active means a potency from the dose series; further: strong numbers were not always called active
WT yeast gro inh mutant strain – also measured in WT yeast gro inh; calls as there; inhibition, %; mitochondrial fusion phenotypic screen, mutant strain inhibition
Starred values were filed as active, the others as inactive; i = inactive; x = not tested or not shown; [ ] = dose if it differs, or a comment.

Codes: A = SV40 large T antigen; B = Yfh1-off respiration; C = West Nile antiviral; D = ER stress rescue; E = WT yeast gro inh; F = WT yeast gro inh mutant strain; G = K1F lysis inhibition; H = Dengue-2 NS5 capping; I = XIAP displacement; J = RSV CPE inhibition
#1 CN(CC(=O)NC1CCCc2ccccc21)S(=O)(=O)c1ccc2c(c1)c(=O)n(C)c(=O)n2C (stereo unspecified)
  A = -1.1% | B = i | C = 0.0% | D = 1.1% | E = 14.2 | F = -5.5 | G = -0.9% | H = -4.2% | I = -3.6% | J = -0.7%

#2 C=C1C(=O)C=C[C@]2(C)C[C@@H]3OC(=O)[C@](C)(O)[C@H]3C[C@@H]12
  A = 23.9% | B = i | C = 24.7µM* | D = x | E = x | F = x | G = -0.1% | H = -3.8% | I = x | J = -5.0%

#3 CCCNC(=O)NNC(=O)c1ccc(F)cc1
  A = 2.2% | B = i | C = -0.7% | D = -0.3% | E = 10.2 | F = -3.9 | G = 0.0% | H = -5.8% | I = -4.9% | J = 2.3%

#4 Cc1c(C(c2cc(O)ccc2Cl)c2c(C)n(C)n(-c3ccccc3)c2=O)c(=O)n(-c2ccccc2)n1C
  A = 6.2% | B = x | C = -0.6% | D = x | E = x | F = x | G = 0.1% | H = -2.9% | I = x | J = 1.6%

#5 CCOc1ccc2oc(C(=O)OC(C(=O)NC(N)=O)C(C)C)c(C)c2c1 (stereo unspecified)
  A = 2.8% | B = i | C = 0.0% | D = x | E = x | F = x | G = -0.1% | H = -4.6% | I = x | J = 1.6%

#6 O=C(NNC(=O)c1cc(Cl)ccc1O)c1ccc(NS(=O)(=O)c2cccs2)cc1
  A = 6.1% | B = x | C = x | D = x | E = x | F = x | G = 0.6%[50 µM] | H = 2.9% | I = x | J = 1.6%

#7 CC(NC(=O)C(=O)c1cn(CC(=O)N2CCOCC2)c2ccccc12)c1ccccc1 (stereo unspecified)
  A = 10.7% | B = x | C = -0.1% | D = x | E = x | F = x | G = -1.1% | H = 0.0% | I = x | J = 0.1%

#8 COC(=O)c1c(NC(=O)CSc2ncnc3ccccc23)sc(C)c1C
  A = 20.4% | B = x | C = x | D = x | E = x | F = x | G = 0.2% | H = -3.8% | I = x | J = -0.2%

#9 Cn1c(C(=O)N2CCN(c3ccc(F)cc3)CC2)cc2ccccc21
  A = -1.0% | B = x | C = -0.6% | D = x | E = x | F = x | G = 1.7% | H = x | I = x | J = 1.3%

#10 O=C(CCl)Nc1cn(-c2ccccc2)nc1-c1ccccc1
  A = -6.9% | B = i | C = 0.3% | D = -0.8% | E = 29.4 | F = 22.4 | G = -0.1% | H = -3.1% | I = -6.0% | J = 15.9%

Shown with values under each structure: 9 of the compounds above.
Screens in order: SV40 large T antigen | Yfh1-off respiration | West Nile antiviral | ER stress rescue | WT yeast gro inh | WT yeast gro inh mutant strain | K1F lysis inhibition | Dengue-2 NS5 capping | XIAP displacement | RSV CPE inhibition
#1 CN(CC(=O)NC1CCCc2ccccc21)S(=O)(=O)c1ccc2c(c1)c(=O)n(C)c(=O)n2C (stereo unspecified)
    -1.1% | i | 0.0% | 1.1% | 14.2 | -5.5 | -0.9% | -4.2% | -3.6% | -0.7%
#2 C=C1C(=O)C=C[C@]2(C)C[C@@H]3OC(=O)[C@](C)(O)[C@H]3C[C@@H]12
    23.9% | i | 24.7µM* | x | x | x | -0.1% | -3.8% | x | -5.0%
#3 CCCNC(=O)NNC(=O)c1ccc(F)cc1
    2.2% | i | -0.7% | -0.3% | 10.2 | -3.9 | 0.0% | -5.8% | -4.9% | 2.3%
#4 Cc1c(C(c2cc(O)ccc2Cl)c2c(C)n(C)n(-c3ccccc3)c2=O)c(=O)n(-c2ccccc2)n1C
    6.2% | x | -0.6% | x | x | x | 0.1% | -2.9% | x | 1.6%
#5 CCOc1ccc2oc(C(=O)OC(C(=O)NC(N)=O)C(C)C)c(C)c2c1 (stereo unspecified)
    2.8% | i | 0.0% | x | x | x | -0.1% | -4.6% | x | 1.6%
#6 O=C(NNC(=O)c1cc(Cl)ccc1O)c1ccc(NS(=O)(=O)c2cccs2)cc1
    6.1% | x | x | x | x | x | 0.6%[50 µM] | 2.9% | x | 1.6%
#7 CC(NC(=O)C(=O)c1cn(CC(=O)N2CCOCC2)c2ccccc12)c1ccccc1 (stereo unspecified)
    10.7% | x | -0.1% | x | x | x | -1.1% | 0.0% | x | 0.1%
#8 COC(=O)c1c(NC(=O)CSc2ncnc3ccccc23)sc(C)c1C
    20.4% | x | x | x | x | x | 0.2% | -3.8% | x | -0.2%
#9 Cn1c(C(=O)N2CCN(c3ccc(F)cc3)CC2)cc2ccccc21
    -1.0% | x | -0.6% | x | x | x | 1.7% | x | x | 1.3%

Continuation:
cpd	molecule	SV40 large T antigen	Yfh1-off respiration	West Nile antiviral	ER stress rescue	WT yeast gro inh	WT yeast gro inh mutant strain	K1F lysis inhibition	Dengue-2 NS5 capping	XIAP displacement	RSV CPE inhibition
11	CCOc1ccc(S(=O)(=O)N2CCCC(C(=O)N3CCOCC3)C2)cc1C (stereo unspecified)	5.2%	x	-1.1%	x	x	x	0.8%[50 µM]	-7.2%	x	4.6%
12	CCc1ccc(CNCc2cccs2)cc1	23.7%	i	-0.3%	0.7%	-9.7	10.6	0.8%	2.3%	14.5%	-0.7%
13	CCCCn1c(=O)[nH]c(=O)c2c1nc(-c1cc(Br)ccc1OC)n2C	8.7%	x	-1.3%	x	x	x	0.5%	-3.2%	x	1.9%
14	O=C(Nc1ccccc1-c1ccccc1)NC1CCN(C(=O)N2CCOCC2)CC1	-4.4%	i	-0.2%	-1.2%	22.9	15.5	-0.6%	-3.7%	-2.0%	1.9%
15	CCOc1ccccc1NC(=O)CN(c1ccc(OC)cc1)S(=O)(=O)c1c(C)[nH]c(=O)[nH]c1=O	6.8%	x	0.3%	x	x	x	0.0%	-11.6%	x	1.5%
